# Compound activity deposited in PubChem BioAssay by National Center for Advancing Translational Sciences (NCATS).
# ATXN2 expr inh = reduces ATXN2 reporter expression in HEK-293 cells. Potency, µM (doses to about 57 µM), without a hit: top-dose activity change, negative = inhibition, most hits filed as inhibitors. HEK-293 ATXN2-luciferase reporter, luminescence, 24 h. 360,000 compounds, 0.72% hits; also: % is scaled to controls: 0 for no effect and ±100 for the full control effect; nearly all actives have a fitted effect of over 55% in size
#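 ATXN2-luciferase reporter cells (luciferase flanked by upstream and downstream ATXN2 gene portions) were treated 24 h at 37 °C with compounds at up to 57 uM. SteadyGlo luminescence gave expression; GF-AFC fluorescence gave viability.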
# MCF10A rereplic = induces DNA re-replication in MCF 10a normal breast cells; MCF 10A DNA re-replication, Hoechst nuclear intensity, 48 h; Potency, µM (series often up to 46.1 µM), for the others: at the top dose activity, positive = re-replication, most hits filed as activators; 350,000 compounds, 2.9% hits; also: % of control where 0% means no effect; nearly all actives have a fitted effect of over 50% in size
# Nrf2 activator = activators of Nrf2 (ARE) signaling; Potency, µM (series often up to 46.1 µM), inactives show at the top dose activation, actives largely listed as activators; AREc32 ARE-luciferase reporter (MCF7-derived line), luminescence, 24 h; 410,000 compounds, 0.31% hits; also: % of control where 0% means no effect; nearly all actives have a fitted effect of over 65% in size
#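 ARE-driven firefly luciferase activity in AREc32 cells measured after a 24 hr compound exposure at 37 deg C, using Steady-Glo reagent and a 30 min room-temperature hold.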
# TGFb SMAD3 inh = inhibitors of TGF-b signaling | HepG2 CAGA-GFP TGF-b/SMAD3 reporter, GFP fluorescence, 18 h; TGF-beta stimulated, 500 pg/mL final | Potency, µM (doses to about 46.1 µM), for the others: top-dose activity, negative = inhibition, usual class: inhibitors | 410,000 compounds, 1.2% hits | AID 588855; also: % is scaled to controls: 0 for no effect and ±100 for the full control effect; nearly all actives have a fitted effect of over 65% in size
#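 HEPG2 CAGA-GFP cells (1000/well, DMEM with 1% FBS) were pre-incubated 2 h at 37 degrees C, given compound by pin tool, then stimulated with TGF-beta at 500 pg/mL final for 18 h before per-cell GFP fluorescence imaging.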
# S2 tox = cell viability loss in ATXN counter-screen. S2 cells (HEK-293 line with an ATXN2-luciferase reporter) viability, CellTiter-Fluor protease fluorescence, 24 h. Potency, µM (highest dose often 56.7 µM), most hits filed as cytotoxic. 400,000 compounds, 0.49% hits. AID 651635; also: nearly all actives have a fitted effect of over 40% in size
# HepG2 tox = HepG2 cytotoxicity, counter-screen for TGF-b inhibitors; HepG2 CAGA-GFP viability, ATP luminescence, 18 h; Potency, µM (titrated, usually from 46.1 µM), without a hit: at the highest dose activity change, negative = cytotoxicity, hits mostly cytotoxic; 410,000 compounds, 0.76% hits; also: some results filed as inactive show a strong effect at the top dose
#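 HepG2 CAGA-GFP cells (1000/well, DMEM with 1% FBS) received compound, then TGF-beta at 500 pg/mL final, and were incubated 18 hours at 37 degrees C. Viability was read by CellTiter-Glo luminescence. Media-only wells were set as complete cell-killing and DMSO as no toxicity.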
# Nrf2 inh = inhibitors of Nrf2 signaling | AID 504444 | Potency, µM (series often up to 46 µM), for the others: top-dose activity change, negative = inhibition, hits mostly inhibitors | 360,000 compounds, 2.1% hits | A549 ARE-Fluc reporter, luciferase luminescence, 18-24 h; also: % is scaled to controls: 0 for no effect and ±100 for the full control effect; nearly all actives have a fitted effect of over 60% in size
#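 Concentration-response testing used A549 ARE_Fluc cells at 5000 cells/well. Following an 18-24 h compound incubation, viability was read by fluorescence (Ex 405/Em 525) and luciferase output by luminescence.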
# EPAC2 antag = blocks human EPAC2 exchange factor. Q8WZA2. EPAC2 GEF exchange of Rap1B-BODIPY-GDP, fluorescence. Potency, µM (series often up to 114 µM), for the others: top-dose activity, negative = inhibition, most hits filed as inhibitors. 360,000 compounds, 0.18% hits. AID 720708; also: % is scaled to controls: 0 for no effect and ±100 for the full control effect; nearly all actives have a fitted effect of over 45% in size; many of its hits are not listed in these tables
# Target sequence (Q8WZA2 whole entry, looked up): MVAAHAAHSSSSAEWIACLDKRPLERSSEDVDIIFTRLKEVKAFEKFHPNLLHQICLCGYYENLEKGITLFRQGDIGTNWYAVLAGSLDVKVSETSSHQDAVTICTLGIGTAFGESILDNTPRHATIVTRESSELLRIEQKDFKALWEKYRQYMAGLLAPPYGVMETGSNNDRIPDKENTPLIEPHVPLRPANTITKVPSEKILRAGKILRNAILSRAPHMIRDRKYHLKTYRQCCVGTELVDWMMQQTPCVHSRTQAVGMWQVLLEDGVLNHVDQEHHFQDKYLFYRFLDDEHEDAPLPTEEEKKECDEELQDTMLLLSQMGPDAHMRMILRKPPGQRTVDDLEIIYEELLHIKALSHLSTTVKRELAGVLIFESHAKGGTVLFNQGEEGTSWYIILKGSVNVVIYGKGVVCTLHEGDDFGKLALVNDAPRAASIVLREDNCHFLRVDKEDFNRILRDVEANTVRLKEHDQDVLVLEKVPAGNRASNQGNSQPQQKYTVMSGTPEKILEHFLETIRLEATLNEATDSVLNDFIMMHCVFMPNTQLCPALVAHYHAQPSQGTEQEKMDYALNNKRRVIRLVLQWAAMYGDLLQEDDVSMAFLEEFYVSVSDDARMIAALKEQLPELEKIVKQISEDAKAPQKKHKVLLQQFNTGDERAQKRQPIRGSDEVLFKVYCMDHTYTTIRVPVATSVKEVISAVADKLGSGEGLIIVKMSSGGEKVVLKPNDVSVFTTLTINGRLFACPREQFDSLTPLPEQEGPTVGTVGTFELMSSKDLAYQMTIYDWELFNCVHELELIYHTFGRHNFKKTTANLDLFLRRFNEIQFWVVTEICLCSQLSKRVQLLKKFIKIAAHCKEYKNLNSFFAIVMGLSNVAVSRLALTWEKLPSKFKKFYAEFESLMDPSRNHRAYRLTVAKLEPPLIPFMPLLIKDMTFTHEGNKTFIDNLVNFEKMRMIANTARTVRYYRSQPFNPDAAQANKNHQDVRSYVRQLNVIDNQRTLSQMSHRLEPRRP
# A549 tox = counter-screen for Nrf2 inhibitors: cytotoxicity in A549 cells. A549 ARE-Fluc cells, CellTiter-Fluor viability, 18-24 h. Potency, µM (titrated, usually from 46 µM), inactives show top-dose activity change, negative = cytotoxicity, hits mostly inhibitors. 390,000 compounds, 0.16% hits. AID 504648; also: % is scaled to controls: 0 for no effect and ±100 for the full control effect
#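 Cytotoxicity counterscreen: CellTiter-Fluor fluorescence was measured in A549 ARE_Fluc cells after 18-24 h of compound exposure in a concentration series. The subsequent BugLite luminescent read reports ARE-luciferase activity.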
# An asterisk follows results filed as active; i = inactive; ? = inconclusive; nt = no result given; & = joins results of further samples; [ ] = another dose, or the depositor's remark. Calls follow the shape of the dose curve; as a rule, active = well fitted curve in the direction sought with a large enough effect; inconclusive = small, poorly fitted or top-dose-only effect, or another doubt; inactive = no such curve, though single readings can be large; an effect the other way counts as inactive or inconclusive. Potency is read from the fitted curve at half-maximal effect. Not all compounds are listed; the hit share may differ from the screen's.
# Start of the data: the first eight compounds (preview)
SMILES,ATXN2 expr inh,MCF10A rereplic,Nrf2 activator,TGFb SMAD3 inh,S2 tox,HepG2 tox,Nrf2 inh,EPAC2 antag,A549 tox
COc1ccc2[nH]cc(CCNC(=O)c3cnn(-c4ccc(C)cc4)c3C3CCN(C(=O)OC(C)(C)C)CC3)c2c1,nt,nt,-1.0%,?,nt,-15%,15µM*,nt,-20%
Cc1cc(C)n(CC(=O)NCc2cc(-c3nn(C)c(=O)c4ccccc34)ccc2C)n1,3%,1%,0.0%,-9%,i,-4%,?,7%,-4%
CCOC(=O)/C=C1/SCC(=O)N1CC(=O)c1ccc[nH]1,-8%,-14%,-0.2%,4%,i,8%,1%,0%,1%
Cc1csc(CN(C)C(=O)c2cn(Cc3cccc4ccccc34)nn2)n1,17%,10%,3.4%,1%,i,0%,?,6%,4%
CC(C)Cc1nc(N2CCN(C(=O)c3ccco3)CC2)c(C#N)c2c1CCCC2,?,23µM*,-0.7%,?,?,-46%,?,-22%,?
Cc1cc(Cl)ccc1C(O)c1ncc(-c2ccc(Cl)cc2)[nH]1 (stereo not drawn),-19%,nt,-0.8%,?,i,-47%,nt,-17%,nt
O=C(O)CN1C(=O)NC2(CCCc3ccccc32)C1=O (stereo not drawn),-10%,-1%,-0.7%,-2%,i,15%,3%,8%,0%
CCC(C)(C)NS(=O)(=O)c1cc(-c2cc(C)no2)ccc1C,nt,nt,1.1%,0%,nt,-27%,-7%,nt,-2%

# The listing, from the first entry:
SMILES,ATXN2 expr inh,MCF10A rereplic,Nrf2 activator,TGFb SMAD3 inh,S2 tox,HepG2 tox,Nrf2 inh,EPAC2 antag,A549 tox
COc1ccc2[nH]cc(CCNC(=O)c3cnn(-c4ccc(C)cc4)c3C3CCN(C(=O)OC(C)(C)C)CC3)c2c1,nt,nt,-1.0%,?,nt,-15%,15µM*,nt,-20%
Cc1cc(C)n(CC(=O)NCc2cc(-c3nn(C)c(=O)c4ccccc34)ccc2C)n1,3%,1%,0.0%,-9%,i,-4%,?,7%,-4%
CCOC(=O)/C=C1/SCC(=O)N1CC(=O)c1ccc[nH]1,-8%,-14%,-0.2%,4%,i,8%,1%,0%,1%
Cc1csc(CN(C)C(=O)c2cn(Cc3cccc4ccccc34)nn2)n1,17%,10%,3.4%,1%,i,0%,?,6%,4%
CC(C)Cc1nc(N2CCN(C(=O)c3ccco3)CC2)c(C#N)c2c1CCCC2,?,23µM*,-0.7%,?,?,-46%,?,-22%,?
Cc1cc(Cl)ccc1C(O)c1ncc(-c2ccc(Cl)cc2)[nH]1 (stereo not drawn),-19%,nt,-0.8%,?,i,-47%,nt,-17%,nt
O=C(O)CN1C(=O)NC2(CCCc3ccccc32)C1=O (stereo not drawn),-10%,-1%,-0.7%,-2%,i,15%,3%,8%,0%
CCC(C)(C)NS(=O)(=O)c1cc(-c2cc(C)no2)ccc1C,nt,nt,1.1%,0%,nt,-27%,-7%,nt,-2%
COC(=O)c1sc(-c2ccccc2)cc1NC(=O)c1cccc(F)c1,nt,nt,-0.6%,-25%,nt,-12%,5%,nt,5%
Cc1c(-n2cc(C(=O)c3ccccc3O)cc(C#N)c2=O)c(=O)n(-c2ccccc2)n1C,-3%,2%,-0.4%,11%,i,3%,9%,14%,-2%
CN1C(=O)CSc2ccc(NC(=O)NCc3ccco3)cc21,17%,-4%,4.2%,33%,i,-6%,-16%,-1%,-5%
Cc1ccc(NC(=O)c2ccc(NCc3ccc(F)cc3)nc2)cc1,-12%,-1%,0.4%,-17%,i,-54%,14%,-4%,0%
CCOC(=O)c1[nH]c2cc(OC)c(OC)cc2c1NC(=O)CCN1CCSCC1,-11%,-3%,0.3%,-5%,i,-1%,4%,-12%,2%
CCn1cc(CN2CCCC(C(=O)c3ccc(-c4ccccc4)c(F)c3)C2)cn1 (stereo not drawn),?,33%,4.5%,?,?,-33%,2%,-5%,0%
CCOC(=O)N1CCc2c(sc3c2c(=O)n(Cc2ccccc2)c(=O)n3CC(=O)Nc2c(C)cccc2C)C1,nt,nt,0.0%,?,nt,-4%,7%,nt,-1%
Cc1onc(-c2c(Cl)cccc2Cl)c1C(=O)N1CCc2ccccc2C1,0%,10%,0.0%,?,?,-2%,-8%,-3%,-12%
CCCCn1c(N)c(N(Cc2ccccc2OC)C(=O)CSCC(=O)Nc2ccc(C)cc2)c(=O)[nH]c1=O,3%,-5%,0.0%,?,i,-45%,10%,-1%,-4%
COC(=O)c1ccc(COc2ccccc2/C=N/NS(=O)(=O)c2ccccc2)cc1,11%,-12%,0.0%,?,i,-6%,nt,-5%,-2%
COc1ccccc1-c1nc2c(c(SCC(=O)Nc3ccccc3F)n1)Cc1c(CO)cnc(C)c1O2,nt,nt,3.4%,-8%,nt,-8%,-27%,nt,-1%
COc1cccc(-c2cnc3c(NC(C)=O)cc(-c4cccc(C(=O)NCCO)c4)cn23)c1,0%,nt,-0.7%[9.22 µM],7%,?,-15%,nt,12%,nt
O=C(c1ccccc1)c1c[nH]c2cc3c(cc2c1=O)OCCO3,9%,152%[0.0737 µM],2.4%,-4%,i,-20%,?,-2%,0%
CC(=O)c1c(C)[nH]c(C(=O)NCCC2=CCCCC2)c1C,54%[activator],?,4.0%,-14%,i,-19%,?,-4%,-8%
COc1ccccc1N1CCN(C(=O)c2cc(-c3ccc(C)c(F)c3)on2)CC1,nt,nt,2.6%,nt,nt,8%,-3%,nt,-2%
O=C(C1CCCO1)N1CCN(S(=O)(=O)c2ccc(Cl)cc2)CC1 (stereo not drawn),-7%,11%,-0.1%,1%,?,-2%,3%,16%,0%
CCOc1nc(Nc2ccc(Cl)cc2)nc(OCC)n1,0%,-1%,1.0%,-12%,i,8%,?,-4%,0%
CC(C)(CO)NS(=O)(=O)c1ccc2c(c1)C(=NO)c1cc(S(=O)(=O)NC(C)(C)CO)ccc1-2,4%[11.3 µM],7%,2.0%,-6%,?,-16%,10%,14%,4%
Cc1ccc(Cl)cc1N(CC(=O)N1CCOCC1)S(C)(=O)=O,nt,-10%,-0.1%,-4%,i,-7%,15%,4%,1%
COC(=O)C1=C(C(=O)OC)[C@@H]2N(C)c3ccc(OC)cc3[C@@]23C[C@@H](C(=O)OC)N(S(=O)(=O)c2ccc(OC)cc2)C3=N1,3%,-4%,0.8%,9%,?,3%,3%,5%,-6%
CC(C)c1ccc(NS(=O)(=O)c2ccc(-n3cccn3)cc2)cc1,-15%,?,-0.3%,?,i,-41%,-12%,-22%,0%
CCOC(=O)C1(Cc2ccccc2)CCCN(C(=O)C=C(C)C)C1 (stereo not drawn),81%[activator],30%,0.0%,6%,i,-1%,?,-2%,-1%
COc1ccc(-c2n(CC(=O)OC3CC(C)CCC3C(C)C)c3ccccc3[n+]2C)cc1 (stereo not drawn),7.5µM*,?,-2.3%,5µM*,?,11µM*,21µM*,19%,?
CCN1CCN(c2cc(=O)n(-c3cc(Cl)ccc3C)c(=O)[nH]2)CC1,1%,2%,0.3%,1%,i,1%,nt,-7%,11%
N#CCCn1cc(/C=C/C(=O)O)c(-c2ccc(F)cc2)n1,nt,6%,-0.5%,-16%,i,-11%,-5%,7%,-1%
Cn1c(SCC(=O)c2cc(Cl)c(Cl)s2)nnc1-c1ccco1,-1%,?,14%,-4%,i,15%,10%,3%,-13%
O=C(O)CC(CNC(=O)C1CCCN1C(=O)OCc1ccccc1)c1ccccc1 (stereo not drawn),11%,-8%,-1.0%,-19%,i,5%,-2%,-3%,1%
O=C(N/C(=C\c1cccc(Br)c1)C(=O)N1CCCCC1)c1ccco1,-5%,-24%,3.5%,2%,i,-19%,7%,-10%,1%
Cc1ccc(S(=O)(=O)Cn2nnnc2CN2CCCC3(CCCCC3)C2)cc1,-16%,3%,2.8%,?,i,8%,?,0%,-5%
Nc1c(C(=O)NCc2ccc3c(c2)OCO3)nnn1Cc1ccc(Br)cc1,-23%,21%,0.3%,-5%,i,-2%,-2%,-5%,-1%
CCOc1ccc(Sc2cc(C(=O)NCCc3ccc(OC)c(OC)c3)c3ccccc3n2)cc1,nt,nt,0.7%,-12%,nt,-20%,nt,nt,-1%
CC(C)(C)C(=O)NCCc1csc2nc(-c3ccc(F)cc3)nn12,-9%,nt,4.7%,-26%,?,-34%,nt,nt,-6%
CCCCN(CC)c1nc(N)c(C#N)c(CC#N)c1C#N,3%,?,2.3%,0%,i,-14%,-28%,5%,-5%
COc1cc(CNCc2ccccc2C(F)(F)F)cc(OC)c1,-22%,?,2.8%,-15%,i,2%,-5%,-13%,14%
O=C(Nc1ccc(C(=O)OCc2cc(=O)n3nc(C4CC4)sc3n2)cc1)c1ccc(F)cc1,6%,nt,0.8%,-6%,i,-1%,nt,nt,-1%
COc1ccc(-n2c(COc3ccccc3)nnc2SCC(N)=O)cc1,0%,5%,-0.9%,15%,i,-12%,18%,-2%,-2%
O=C(c1ccc2c(c1)N(Cc1ccc(F)cc1)C(=O)c1ccccc1S2(=O)=O)N1CCN(c2ccccn2)CC1,7%&12%,?,-0.4%&0.3%,?,i,-8%&-36%,?,6%,-16%&-3%
COc1ccccc1CNC(=O)CCCn1nc(C)c2sc3ccccc3c2c1=O,nt,nt,0.3%,21%,nt,1%,15%,nt,3%
Cc1nc2[nH]c(=S)[nH]c(=O)c2nc1C,6%,-1%,-0.8%,1%,i,-22%,-9%,0%,-6%
Cc1ccc(NC(=O)c2cn(-c3cccc(C)n3)cn2)cc1,35%,1%,0.7%,-9%,i,-2%,nt,12%,-3%
O=C(COC(=O)c1cccc(Br)c1)NC(=O)NC1CCCC1,0%,0.46µM*,4.8%,-29%,i,-28%,-7%,-6%,0%
C=CCNc1ncnc2c1[nH]c1ccc(C)cc12,0%,?,3.5%,7.9µM*,i,-31%,?,-13%,?
COc1ccccc1C(=O)Nc1ccnn1C1CCN(Cc2cnn(C)c2)CC1,-6%,12%,0.3%,-1%,i,-22%,1%,8%,-3%
